Bioassay records from PubChem BioAssay.
SENP7 block: blocks the human protease SENP7; recombinant SENP7, Z-RLRGG-aminoluciferin luminescence, 40 min; Q9BQF6; hit rate 1.5% among 330,000; inhibition, % at 5 µM; AID 434973;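 active = inhibition above about 50% at the single test dose, limit read from the data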;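 also: plate controls were DMSO with enzyme for no effect and no enzyme buffer wells for full effect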
Target sequence (Q9BQF6 706-1050 limits assumed): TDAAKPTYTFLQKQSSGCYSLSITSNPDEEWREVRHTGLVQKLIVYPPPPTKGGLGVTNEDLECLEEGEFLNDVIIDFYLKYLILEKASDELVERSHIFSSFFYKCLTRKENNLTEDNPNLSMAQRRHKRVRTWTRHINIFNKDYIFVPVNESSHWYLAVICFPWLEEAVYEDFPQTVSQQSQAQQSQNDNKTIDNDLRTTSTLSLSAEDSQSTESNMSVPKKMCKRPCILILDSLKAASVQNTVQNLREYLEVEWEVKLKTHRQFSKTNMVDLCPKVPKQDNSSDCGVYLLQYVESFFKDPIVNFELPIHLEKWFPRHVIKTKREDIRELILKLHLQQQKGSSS
SENP6 block: blocks the human protease SENP6; Recombinant SENP6 catalytic domain, aminoluciferin luminescence; inhibition, % at 10 µM; hit rate 1.8% among 330,000; AID 2599;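 active = inhibition above about 50% at the single tested dose, limit read from the data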;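 also: plate controls were DMSO wells with enzyme for no effect and DMSO wells lacking enzyme for full effect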
Target sequence (Q9GZR1 628-1112 limits assumed): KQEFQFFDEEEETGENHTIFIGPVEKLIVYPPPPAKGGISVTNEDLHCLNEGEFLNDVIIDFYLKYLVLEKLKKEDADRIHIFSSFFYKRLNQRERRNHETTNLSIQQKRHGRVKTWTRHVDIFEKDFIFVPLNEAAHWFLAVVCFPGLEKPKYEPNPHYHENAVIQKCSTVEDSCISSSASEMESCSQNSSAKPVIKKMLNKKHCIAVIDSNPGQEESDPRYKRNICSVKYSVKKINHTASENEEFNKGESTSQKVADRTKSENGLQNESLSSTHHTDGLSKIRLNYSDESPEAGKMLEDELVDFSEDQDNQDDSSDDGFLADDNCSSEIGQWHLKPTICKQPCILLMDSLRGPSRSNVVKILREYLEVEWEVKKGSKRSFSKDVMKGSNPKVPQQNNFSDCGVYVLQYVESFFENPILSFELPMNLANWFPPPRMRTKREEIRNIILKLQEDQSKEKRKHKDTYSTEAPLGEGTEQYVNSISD
SENP8 block-1: blocks the human protease SENP8 | AID 2540 | inhibition, % at 10 µM | Q96LD8 | purified SENP8, Z-RLRGG-aminoluciferin cleavage, luminescence | hit rate 1.2% among 330,000; in the data active = inhibition above about 50%
HKDC1 inhibitor: inhibitors of human hexokinase HKDC1. AID 493160. Q2TB90. hit rate 0.16% among 340,000. inhibition, % at 20 µM. recombinant HKDC1, G6PDH/diaphorase resazurin coupled fluorescence;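 active = inhibition above about 35% when tested at 20 µM, limit read from the data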;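 also: plate controls were DMSO wells with enzyme for no effect and DMSO wells lacking enzyme for full effect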
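Incubation: 90 min at room temperature in dark / Material: recombinant HKDC1 (HK5) hexokinase enzyme, produced in-house / Quantity: enzyme 5 µg/mL final / Compound: one dose of 20 µM, 1% DMSO / Reagent: glucose and ATP substrates / Buffer or medium: Tris pH 8.0 buffer with MgCl2, Tween-20, BSA, BME / Technique: resorufin fluorescence at 613 nm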
NALP3 yeast inh: NALP3 inhibition in yeast; Yeast reconstituted NLRP3/ASC/caspase-1, beta-gal luminescence, 24 h; inhibition, % at 10 µM; hit rate 0.39% among 330,000;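 active = inhibition of 50% or more; inactive = inhibition below 50%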;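 also: plate controls were induced DMSO wells for no effect and uninduced yeast grown without galactose for full effect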
PfGluPho inh: PfG6PD (Plasmodium falciparum) enzyme inhibition | hit rate 0.78% among 350,000 | PfGluPho enzyme, NADPH resazurin-diaphorase fluorescence | inhibition, % at 20 µM;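 active = inhibition reaching at least a set limit at 20 µM in the primary screen, cut at about 59% in these data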;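 also: 0% = DMSO wells with substrate and 100% = DMSO wells lacking glucose-6-phosphate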
SENP8 block-2: inhibitors of human SENP8 protease. Q96LD8. recombinant SENP8, Nedd8 substrate fluorescence. inhibition, % at 20 µM. hit rate 0.64% among 360,000. AID 602440; in the data active = inhibition mostly above about 40%, no sharp cut-off; inactive = mostly below about 27%
Apaf1 inhib: inhibitors of human Apaf-1 apoptosome. reconstituted apoptosome caspase-3 activity, DEVD-Rh110 fluorescence. inhibition, % at 20 µM. hit rate 0.71% among 330,000. AID 489030; active = inhibition of at least 40% at 20 µM;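 also: plate controls were DMSO wells for no effect and DEVD-CHO caspase inhibitor wells for full effect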
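Material: cell-free apoptosome with Apaf-1, procaspase-3 and caspase-9; Buffer or medium: Hepes pH 7.5 with detergent and BSA; Reagent: cytochrome c trigger plus (Z-DEVD)2-Rh110 caspase-3 substrate; Times: compound with Apaf-1, dATP, procaspase-3 30 min, then 50 min reaction, room temperature; Technique: Rh110 fluorescence intensity.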
SENP1 inh: blocks the human SENP1 SUMO protease catalytic domain; Q9P0U3; AID 624204; inhibition, % at 10 µM; hit rate 0.21% among 360,000; recombinant SENP1 catalytic domain, CyPet-SUMO1-YPet FRET cleavage;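 active = inhibition at least 30% at 10 µM, raw YFP signal under a set limit, fluorescence ratio 0.5 to 1.5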;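 also: 0% = enzyme with DMSO and 100% = no enzyme wells; some results filed as inactive read as strong as hits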
Target sequence (Q9P0U3 419-644 limits assumed): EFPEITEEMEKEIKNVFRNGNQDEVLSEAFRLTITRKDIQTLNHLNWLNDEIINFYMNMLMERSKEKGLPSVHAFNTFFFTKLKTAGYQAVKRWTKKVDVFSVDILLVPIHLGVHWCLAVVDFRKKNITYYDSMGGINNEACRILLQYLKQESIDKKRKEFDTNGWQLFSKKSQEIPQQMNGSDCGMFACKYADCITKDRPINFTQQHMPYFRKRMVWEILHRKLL
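Test system: hSENP1 catalytic domain, recombinant; Amount: 20 pM final SENP1 enzyme; Medium: Tris pH 8 buffer plus EDTA, NaCl, BME, BSA, NP40, catalase; Schedule: 50 min enzyme reaction, room temperature, light-protected; Technique: FRET fluorescence in CFP and YFP emission channels; Controls: no-enzyme wells low, DMSO-plus-enzyme wells high control.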
* hit, by the source's call; / = no result given.

Each structure is followed by: SENP7 block | SENP6 block | SENP8 block-1 | HKDC1 inhibitor | NALP3 yeast inh | PfGluPho inh | SENP8 block-2 | Apaf1 inhib | SENP1 inh
- CCC(=O)N1CCc2cc(OC)c(OC)cc2C1COc1ccc(F)cc1 (stereo not given)
  4 | -7 | 1 | -5 | 8 | -6 | 20 | 6 | -1
- CCOC(=O)c1c(-c2ccc(C)cc2)csc1/N=C/N(C)C
  7 | -19 | 2 | 2 | 1 | -11 | 16 | 1 | 2
- COc1ccc2cc(C3CC(c4ccco4)=NN3S(C)(=O)=O)c(Cl)nc2c1 (stereo not given)
  -9 | -15 | 2 | 14 | 8 | 20 | -44 | -10 | -9
- O=C(CCc1c[nH]c2ccccc12)OCc1ccc(Br)cc1
  -4 | -14 | -8 | 8 | 14 | 27 | 6 | 21 | 1
- Cc1ccc(C(=O)Nc2ccccc2NC(=O)c2ccc(C)o2)o1
  7 | 7 | -2 | 1 | 20 | 2 | 12 | -2 | -1
- CCOC(=O)c1sc(NC(=O)CSc2nc(-c3ccco3)cc(C(F)(F)F)n2)c(C#N)c1C
  3 | -5 | 8 | -14 | 4 | 20 | -18 | 16 | -3
- CCOc1ccc(-n2c(=O)c3c4c(sc3n(CC(=O)NCC3CCCO3)c2=O)CCCC4)cc1 (stereo not given)
  -4 | -18 | -1 | -2 | 3 | -4 | 8 | -5 | 1
- O=C(Oc1cc(-c2ccccc2)no1)c1cccc(C(F)(F)F)c1
  4 | -4 | -4 | -2 | 9 | -3 | 13 | 3 | 2
- CC(C)(C)n1nc2c(c1NC(=O)c1cc(Cl)ccc1[N+](=O)[O-])CS(=O)(=O)C2
  0 | 3 | -5 | -3 | 12 | 7 | 20 | 9 | 1
- Cc1cccc(-c2nsc(SCC(=O)Nc3cc(C)on3)n2)c1
  -2 | -20 | -3 | -1 | 1 | -7 | 31 | -4 | 2
- COc1ccc(OC)c(/C=C/C(=O)OCC(=O)c2c(N)n(C)c(=O)n(C)c2=O)c1
  6 | 0 | 3 | -3 | -10 | 7 | -438 | -5 | -52
- Cc1nn(-c2ccccc2)c(N2CCCC2)c1/C=N/NC(=O)C1CC1
  -13 | 1 | -5 | -5 | 6 | 27 | 2 | 11 | 1
- O=C(Nc1cccc(NC(=O)c2sc3ccccc3c2Cl)c1)c1ccco1
  12 | -1 | -8 | -2 | 7 | 23 | 0 | 6 | 0
- COc1ccccc1NS(=O)(=O)c1cccc(NS(=O)(=O)c2ccc(Cl)c(C(=O)O)c2)c1
  2 | 3 | -17 | 2 | 10 | -9 | 3 | 4 | 1
- NC(=O)c1ccccc1OCCOCCOCCOc1ccccc1C(N)=O
  3 | 2 | 4 | -9 | -17 | -5 | 16 | -18 | 2
- O=C(Cc1ccc(Br)cc1)NCCc1ccc(F)cc1
  -5 | -24 | -11 | 6 | 24 | -9 | 14 | 9 | 0
- O=C(c1cc2cc(Cl)ccc2oc1=O)N1CCOCC1
  4 | -29 | -1 | -3 | 6 | 1 | -26 | -6 | 1
- CC(O)[C@@]1(O)CC[C@H]2[C@@H]3CC[C@H]4C[C@@H](O)CC[C@]4(C)C3=CC[C@@]21C (stereo not given in full)
  -3 | -16 | 1 | -4 | 38 | -13 | 21 | -2 | 2
- O=C(CSc1nccn1-c1cccc(Cl)c1)NC1CCCC1
  9 | 12 | 1 | -8 | 16 | 6 | 20 | -5 | 1
- Clc1cccc(Cl)c1CSc1nnc(-c2ccncc2)s1
  7 | -11 | -9 | 6 | 36 | 23 | 9 | 16 | 1
- Cn1c(=O)[nH]c(=O)c2c1nc(NCCCn1ccnc1)n2Cc1cccc(Br)c1
  0 | -3 | 6 | -2 | -11 | -14 | 24 | -3 | 3
- COc1cccc(NC(=O)c2csc3c2CCCC3)c1
  62* | 68* | 54* | -4 | 25 | 48 | -3 | 4 | 5
- O=C(Nc1ccc(N2CCCC2)cc1)c1cccc(F)c1
  93* | 94* | 89* | 3 | 26 | 11 | 20 | -5 | -3
- Cc1nc2cc(NC(=O)CCS(=O)(=O)c3ccccc3)ccc2s1
  -7 | -6 | -10 | -3 | -11 | 44 | 22 | -1 | 2
- CN(CC(=O)NC(=O)NCc1ccccc1)Cc1ccc(Cl)cc1
  -13 | -11 | -9 | -8 | 9 | 0 | 9 | 12 | -1
- Cc1ccc(-n2c(C)nc3oc4ccccc4c(=O)c3c2=O)cc1
  6 | -6 | 5 | 10 | 17 | -5 | -12 | 0 | -29
- Cn1cc(Br)c(C(=O)Nc2c(F)c(F)c(F)c(F)c2F)n1
  -3 | -14 | -8 | -3 | -1 | 2 | 22 | 0 | 2
- CCn1cc(CN2CCC(Oc3ccc(C(=O)N4CCCCC4)cc3)CC2)cn1
  5 | 6 | 8 | 3 | 7 | -8 | 19 | 4 | -1
- Cc1ccc(C(=O)O)cc1NC(=O)c1cccs1
  -3 | -7 | -14 | 6 | 13 | -3 | 5 | 1 | 0
- CCc1cc2c3c([nH]c2cc1S(=O)(=O)NCCCOC)CC(C)(C)CC3=O
  5 | -15 | 3 | -4 | 7 | 4 | 18 | -2 | 1
- Cc1cc2nnc(SCC(=O)NCc3cccs3)n2c(N)n1
  -2 | 17 | -3 | 3 | -11 | -7 | 2 | -6 | 1
- O=C(NCC1CCCO1)c1ccc2c(c1)N(Cc1ccccc1)CCS2 (stereo not given)
  -4 | 5 | 6 | 24 | 4 | 12 | -433 | 6 | -3
- CCC(=O)Nc1sc2c(c1C(N)=O)CCC2
  -5 | -15 | -7 | -7 | 12 | 16 | -18 | -7 | -1
- COc1ccc(OC)c(NC(=O)CSc2ccc(-c3ccco3)nn2)c1
  -1 | -3 | 3 | 43* | 12 | 53 | 6 | 5 | -2
- Cc1ccc(S(=O)(=O)N(CCCc2c(C)nc[nH]c2=O)c2ccccc2)cc1
  / | / | / | -8 | / | -1 | 18 | / | -1
- Cc1cc(C(F)(F)F)nn1CC(=O)NNC(=S)NCC(C)C
  5 | 10 | 5 | -10 | 19 | -5 | 16 | -14 | 0
- CNC(=O)c1nc[nH]c1C(=O)NC
  9 | -16 | -1 | -6 | 10 | 10 | 18 | 5 | 0
- O=C(COC(=O)c1ccc(F)c(S(=O)(=O)N2CCOCC2)c1)NC1CC1
  1 | -5 | -3 | -8 | 5 | 9 | 7 | 8 | -1
- C(CNC1C2CC3CC(C2)CC1C3)CN1CCOCC1 (stereo not given)
  -4 | 1 | 5 | -4 | 15 | 3 | 10 | -5 | 0
- O=S(=O)(c1cccc2nsnc12)N1CCN(c2ccccc2F)CC1
  5 | 11 | -1 | -8 | 35 | -5 | 5 | 10 | 0
- CCOC(=O)c1cnn(-c2cc(C)cc(C)c2)c1N
  1 | 8 | 10 | -3 | 50 | 4 | 1 | -9 | 3
- CS(=O)(=O)N(CC(=O)NCCSC1CCCCC1)c1ccc2c(c1)OCO2
  -3 | 1 | 0 | 5 | -16 | 2 | 28 | 12 | 1
- CC(C)NC(=S)N1CCN(C(c2ccccc2)c2ccccc2)CC1
  3 | -6 | -7 | -1 | 1 | 4 | 22 | 10 | 0
- CN(C)S(=O)(=O)c1ccc(C(=O)NCC(c2cccs2)N2CCOCC2)cc1 (stereo not given)
  -18 | -11 | 0 | -8 | -3 | -1 | 10 | 13 | -1
- CN(CC(=O)Nc1ccc(Cl)c(C(F)(F)F)c1)C(=O)c1ccc(OCC2CCCO2)cc1 (stereo not given)
  -9 | -4 | 5 | -4 | 20 | -2 | 16 | 1 | 0
- O=C(Cn1nc(-c2ccccc2)c2ccccc2c1=O)NN1CCOCC1
  -3 | 10 | 3 | -3 | 4 | -12 | -5 | -2 | 0
- Cc1ccc(C(=O)OCC(=O)N2CC(C)OC(C)C2)cc1 (stereo not given)
  -3 | -27 | -10 | -4 | 19 | 1 | 8 | 10 | 4
- Nn1c(SCC(=O)NC2CCCCC2)nnc1-c1ccccc1
  2 | -2 | -3 | -3 | 6 | 0 | 19 | -1 | 3
- CC(C)(C)N(Cc1ccccc1)C(=O)COC(=O)Cn1cnc2ccccc2c1=O
  -2 | -5 | -4 | -8 | 1 | 4 | 4 | 9 | 1
- COC(=O)c1ccc(/C=C2/SC(=S)N(CCCC(=O)Nc3ccccn3)C2=O)cc1
  8 | -22 | -11 | -8 | 3 | 2 | 33 | 19 | 1
- CCSc1nc(N2CCCCC2)c2c(c1C#N)CCCC2
  2 | -3 | 2 | -1 | 15 | -32 | -42 | 11 | -1
- COc1ccc(-c2csc(Nc3ccccc3)[n+]2Cc2ccccc2)cc1
  5 | -13 | 4 | 0 | 13 | 21 | 10 | -2 | -5
- COC(=O)c1cc2nc(-c3ccc(C)cc3)cc(C(F)(F)F)n2n1
  0 | 4 | 4 | -6 | -15 | 4 | -341 | -4 | -14
- CC1(OC(=O)C2CCCC2)C(=O)C=C2C=C(c3ccsc3)N(CCc3c[nH]c4ccccc34)C=C2C1=O (stereo not given)
  13 | -5 | -6 | 35* | 10 | 78* | 12 | 18 | -51
- CCOc1cc(C)c(Cl)cc1S(=O)(=O)NC1CC(C)(C)NC(C)(C)C1
  6 | -17 | -3 | -7 | 8 | 8 | -2 | -3 | 4
- CCOC(=O)N1C/C(=C\c2ccccc2)C(=O)/C(=C/c2ccccc2)C1
  / | / | / | 33 | / | 31 | 13 | / | -17
- COc1cc(C)c(CNc2cccc(C)c2)cc1C
  3 | -7 | 1 | -2 | 12 | -4 | 14 | 2 | 0
- COc1ccc(-c2sc3ccc(N4CCOCC4)cc3c2C#CCCO)cc1
  0 | 13 | 2 | 7 | 18 | 29 | -496 | 12 | 3
- C/C(=N\NC(=O)CSc1nc2nc(C)cc(C)n2n1)c1ccccc1
  1 | 5 | 4 | 19 | 5 | 5 | 10 | -21 | 2
- Cc1ccccc1OCC(=O)Nc1cccc(Cl)c1C
  -8 | 2 | -1 | 0 | 40 | -8 | 16 | 7 | 2
- O=C(CSC1=NC2(CCCCCC2)N=C1c1ccccc1)Nc1ccc2c(c1)OCCO2
  3 | 7 | -1 | 0 | 12 | 32 | 6 | 23 | -2
- Cc1c(Cl)cccc1NC(CC(=O)c1ccccc1)C(=O)O (stereo not given)
  -1 | 15 | 5 | -5 | 2 | 12 | 9 | -4 | 0
- COc1ccc([N+](=O)[O-])cc1NC(=O)CSc1ncccn1
  -3 | 7 | 8 | -14 | 3 | -6 | 8 | -4 | 4

A different layout for some results above:
O=C(Cn1nc(-c2ccccc2)c2ccccc2c1=O)NN1CCOCC1
  SENP7 block: -3
  SENP6 block: 10
  SENP8 block-1: 3
  HKDC1 inhibitor: -3
  NALP3 yeast inh: 4
  PfGluPho inh: -12
  SENP8 block-2: -5
  Apaf1 inhib: -2
  SENP1 inh: 0
Cc1ccc(C(=O)OCC(=O)N2CC(C)OC(C)C2)cc1 (stereo not given)
  SENP7 block: -3
  SENP6 block: -27
  SENP8 block-1: -10
  HKDC1 inhibitor: -4
  NALP3 yeast inh: 19
  PfGluPho inh: 1
  SENP8 block-2: 8
  Apaf1 inhib: 10
  SENP1 inh: 4
